HTR2A ag – activates the mouse 5-HT2A serotonin receptor | P35363 | CHO-K1 mHTR2A beta-arrestin complementation, luminescence; percent of 30 µM serotonin response | activation, % at 7.6 µM | 360,000 compounds, 0.66% hits;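 active = activation above a run cutoff, the mean activation of all tested compounds plus 3 SD, cut at about 14% in these data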;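 note: 0% = plate median of compound wells and 100% = 30 µM serotonin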
Target sequence (P35363 whole entry, looked up): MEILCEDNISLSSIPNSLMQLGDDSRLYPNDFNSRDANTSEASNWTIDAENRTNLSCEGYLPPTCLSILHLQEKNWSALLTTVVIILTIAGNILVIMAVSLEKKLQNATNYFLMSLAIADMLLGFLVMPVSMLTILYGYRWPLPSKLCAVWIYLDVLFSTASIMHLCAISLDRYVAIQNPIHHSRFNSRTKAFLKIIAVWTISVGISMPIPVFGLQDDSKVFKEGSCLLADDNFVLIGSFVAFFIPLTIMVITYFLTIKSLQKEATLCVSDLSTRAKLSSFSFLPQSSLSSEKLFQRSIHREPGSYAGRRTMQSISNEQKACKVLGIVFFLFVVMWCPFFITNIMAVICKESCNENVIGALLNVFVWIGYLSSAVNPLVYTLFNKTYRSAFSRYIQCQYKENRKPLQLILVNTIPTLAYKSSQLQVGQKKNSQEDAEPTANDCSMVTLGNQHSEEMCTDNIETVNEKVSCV
H9c2 protect – myocardial damage modulation in H9c2 cells | 360,000 compounds, 0.63% hits | H9c2 cardiomyocytes, H2O2 injury protection, ATPLite, 2 h | AID 588492 | protection from H2O2 cell death, % at 20 µM;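 active = compounds giving at least 50% protection of heart cells from peroxide-induced death in the single-dose screen, raw or plate-pattern-corrected value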;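 note: 0% = DMSO wells with peroxide and 100% = DMSO wells without peroxide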
PDI turbidity – PDI (human) enzyme inhibition; 350,000 compounds, 0.052% hits; P07237; PDI insulin aggregation turbidity, A650, 90 min; inhibition, % at 10 µM;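 active = mean inhibition across replicates of 30% or more, whatever share of single replicates reach that level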;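 note: absorbance from insulin aggregation driven by PDI reduction with DTT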
MITF TRPM1 inh – reduces MITF-dependent TRPM1 promoter luciferase signal; SK-MEL-5 TRPM1 promoter luciferase, 24 h; inhibition, % at 12.5 µM; 330,000 compounds, 0.83% hits; AID 488899;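 active = mean inhibition across replicates of 60% or more, whatever share of single replicates reaches that level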; note: values of inactives mirror those of a sister screen read the other way
HIF-2a block – blocks HIF-2a reporter activity. 786-0 RCC cells HIF-2a reporter, luciferase luminescence, overnight. inhibition, % at 18.8 µM. 360,000 compounds, 0.72% hits. AID 624352;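 active = inhibition of the luminescence signal of 40% or more relative to plate controls, in a single-dose primary screen at 18.75 µM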
iPSC survival up – enhancers of human iPSC single-cell survival. hiPSC single-cell survival, ATPlite luminescence; 100% = ROCK inhibitor wells, 0% = DMSO. survival enhancement, % at 20 µM. 360,000 compounds, 0.044% hits; in the data active = survival enhancement above about 18%;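 note: cells exposed to compounds for 16 hours before the ATP read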
NR2E3 ag-1 – activates human NR2E3 receptor | CHO-S Gal4-NCOR/VP16-NR2E3 two-hybrid, luciferase | inhibition of corepressor binding, % at 3.98 µM | 360,000 compounds, 0.35% hits | AID 602229;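 active = inhibition above the mean of all tested compounds plus 3 SD, cut at about 70% in these data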;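 note: 0% = DMSO with NR2E3 transfected cells and 100% = cells lacking NR2E3 construct; higher means lower luciferase signal from less NR2E3 corepressor binding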
Target sequence (Q9Y5X4 whole entry, looked up, the tested form may be a part): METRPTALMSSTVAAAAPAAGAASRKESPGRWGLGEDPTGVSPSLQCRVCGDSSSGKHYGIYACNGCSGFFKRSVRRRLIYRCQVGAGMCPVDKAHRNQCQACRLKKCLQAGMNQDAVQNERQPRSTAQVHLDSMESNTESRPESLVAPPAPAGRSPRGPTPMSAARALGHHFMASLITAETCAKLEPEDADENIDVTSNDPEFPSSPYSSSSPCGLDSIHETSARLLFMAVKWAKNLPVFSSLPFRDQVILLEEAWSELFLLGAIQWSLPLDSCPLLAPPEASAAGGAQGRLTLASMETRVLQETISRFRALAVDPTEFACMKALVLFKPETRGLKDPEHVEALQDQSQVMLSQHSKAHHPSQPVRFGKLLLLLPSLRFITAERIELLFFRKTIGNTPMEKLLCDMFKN
NR2E3 ag-2 – NR2E3 (human) agonism; 320,000 compounds, 0.12% hits; GST-NR2E3/biotin-RetCOR TR-FRET, 1536-well; inhibition of corepressor binding, % at 4.78 µM; Q9Y5X4; AID 2300;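 active = percent inhibition above the cutoff of mean plus 3 SD of all tested compounds, set per screening campaign, cut at about 20% in these data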;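 note: 0% = DMSO wells and 100% = biotin wells as full block of FRET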
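Material: NR2E3–RetCOR corepressor complex | Quantity: 1.35 nM GST-tagged NR2E3 final | Schedule: 5 h at 4 °C | Replication: Singlicate compound wells | Reagent: RetCOR corepressor, biotinylated, 7 nM | Controls: Biotin wells as high control, 0.6% DMSO wells as low control | Signal: TR-FRET, Eu(K)-anti-GST donor, streptavidin-D2 acceptor, ex 340, em 617/671 nm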
Shn3 3UTR inh – inhibitors of Schnurri-3 3'UTR reporter in osteoblasts; Clone20 osteoblast Shn3 3'UTR firefly luciferase, 24 h; inhibition, % at 12.5 µM; 360,000 compounds, 0.52% hits;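 active = mean inhibition of at least 75% with every replicate also reaching 75%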;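 note: 0% = median of neutral control wells and 100% = pilot-screen positive control compound; some compounds past the cut are filed as inactive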
CaV13 FRET inh – Disruptors of the CACNA1D IQ motif to Ca2+-dependent inactivation inhibitor domain association, primary screening, Förster resonance energy transfer in intact living …; HEK cells, CFP/YFP FRET ICDI-IQ, plate reader, 10 min; percent FRET-ratio fall versus neutral wells; inhibition, % at 12.3 µM; 340,000 compounds, 0.098% hits; AID 743397;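 active = mean replicate inhibition of at least 30% and at least 1% of replicates passing that level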;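 note: 0% = median of the neutral control wells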
Peg3 promoter – inhibitors of Peg3 promoter | 360,000 compounds, 1.7% hits | AID 588405 | HeLa PEG-Prom luciferase reporter, luminescence, overnight | inhibition, % at 20 µM;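 active = inhibition of at least 50% at 20 µM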
Numbers without * were called inactive; / = not tested or not shown.

SMILES	HTR2A ag	H9c2 protect	PDI turbidity	MITF TRPM1 inh	HIF-2a block	iPSC survival up	NR2E3 ag-1	NR2E3 ag-2	Shn3 3UTR inh	CaV13 FRET inh	Peg3 promoter
Cc1[nH]c2ccccc2c1-c1csc(NC(=O)CSCC(=O)O)n1	0	5	-3	-1	24	0.7	19	-5	-24	-3	20
Cc1ccc(S(=O)(=O)N(C)c2ccc(C(=O)NCC(c3ccccc3)N3CCCC3)cc2)cc1 (configuration not stated)	-13	0	9	/	-1	-2.6	-14	/	21	-5	16
COc1ccc(CN2CCCC(C(=O)N3CCCCC3)C2)cc1OC (configuration not stated)	-3	-2	4	-12	13	-0.5	-45	-1	3	-4	-1
CC1Cc2ccccc2N1C(=O)CCS(=O)(=O)c1ccc2c(c1)NC(=O)CS2 (configuration not stated)	8	-2	-5	10	15	-0.3	-21	-1	-1	-15	2
COC(=O)c1sccc1NC(=O)c1ccc(Br)s1	2	2	-2	21	-29	-1.3	14	4	7	-9	5
O=C(NC(=S)NCc1ccccc1)c1ccccc1[N+](=O)[O-]	-5	-7	-1	-9	-5	-1.6	2	1	0	-4	17
Cc1cc(NC(=O)CCCOc2ccc(Cl)cc2Cl)no1	3	-4	-7	0	5	1.1	-1	2	15	-8	-1
COc1ccc2c(c1OC)C(=O)OC2Nc1ccccn1 (configuration not stated)	-3	1	-5	3	12	2.0	-13	2	-8	/	17
CCN(C(=O)Nc1ccccc1)c1ccccc1	7	1	0	-1	8	-1.2	-4	2	-3	-17	-7
CC(C)(C)c1ccc(C(=O)N2CCCN(C(=O)c3ccc(C(C)(C)C)cc3)CC2)cc1	4	-8	0	1	7	-1.8	8	0	15	-3	10
O=C1C2CCCN2C(=O)N1CCN1CCN(c2ccccc2)CC1 (configuration not stated)	0	-1	0	-2	-9	-1.8	-9	0	25	-2	-1
O=C(OCC(O)C1OC(c2ccccc2)OC(COC(=O)c2ccccc2)C1O)c1ccccc1 (configuration not stated)	-2	-1	/	/	-2	-1.3	-7	/	19	-4	22
CN(C)C(N)=NCCC[C@H](N)C(=O)O	7	1	6	-2	8	2.6	-8	1	3	-5	0
O=C(OC(C(=O)NC1CCCC1)c1ccccc1F)c1ccco1 (configuration not stated)	4	-6	-1	4	17	0.5	3	1	-4	-4	-5
CC(=O)Nc1ccc(S(=O)(=O)NN=CCCc2ccccc2)cc1	0	3	5	7	-2	0.0	-15	/	1	-9	7
O=C(/C=C/c1ccccc1)Nc1ccc2c(c1)C(=O)NC2=O	-4	14	12	-21	-86	-2.2	1	-2	-18	-5	-30
Cc1ccc(Cl)cc1N(CC(=O)NC(C)c1ccccc1)S(C)(=O)=O (configuration not stated)	1	7	0	2	29	-0.5	21	/	1	-3	16
COc1ccc(/C=C2\CCc3ccccc3C2=O)cc1O	-1	-18	-6	-12	-133	-0.5	-33	4	-4	-3	-211
COc1ccccc1NC(=O)C(C)OC(=O)CN1C(=O)C2CC=CCC2C1=O (configuration not stated)	1	2	-4	0	-1	-0.1	-40	-2	-16	/	9
O=C(COc1ccc(F)cc1)NCC1(N2CCCCC2)CCCCC1	-6	11	8	-1	3	0.6	38	/	-42	-4	-6
CC(OC(=O)c1ccc(Cl)c([N+](=O)[O-])c1)C(=O)N1CCN(Cc2ccccc2)CC1 (configuration not stated)	5	-3	-2	15	25	-0.3	-8	2	15	-4	78*
Cc1cccc2sc(N(CCCN(C)C)C(=O)c3cc4ccccc4oc3=O)nc12	0	3	5	5	-42	-2.6	-40	0	-9	-5	-40
O=C(O)c1ccc(Nc2ccc(Cl)c(Cl)c2)c([N+](=O)[O-])c1	-2	0	-4	5	13	-0.1	2	/	-4	-3	4
C#CCOCCOCCOCCNc1nc(N2CCN(C(=O)CCCCCCCCCCNC(=O)[C@@H](CCSC)n3cc(CCO)nn3)CC2)nc(N2CCN(C(=O)CCCCCCCCCCNC(=O)[C@@H]([C@H](C)O)n3cc(C)nn3)CC2)n1	-2	21	1	27	-3	-2.5	15	3	16	-13	-42
COCCNC(=O)c1cn(C)c2ccccc2c1=O	-4	4	5	12	8	-0.7	-1	2	-7	-8	-6
O=C(NCC1CCCO1)c1onc(CSc2cccc(Cl)c2)c1C(=O)O (configuration not stated)	4	0	12	10	10	3.5	11	3	-12	-10	-11
O=C(NCC1CCCN1S(=O)(=O)c1cccs1)c1ccc(F)c(F)c1 (configuration not stated)	2	-1	-3	3	9	-0.5	-17	4	3	-6	12
COc1c(C)cc(C(O)c2ncc(-c3ccc(C(F)(F)F)cc3)[nH]2)cc1C (configuration not stated)	0	-15	12	/	14	0.5	-10	/	-5	-8	32
COc1ccccc1C(=O)NC(=O)COC(=O)c1cc[n+]([O-])cc1	-2	9	3	-2	9	-0.3	-35	2	0	-6	5
Cc1ccccc1-c1nc(CN2CCC(C(=O)O)CC2)c(C)o1	1	16	2	-4	2	0.3	-8	0	13	-6	-9
COc1cc(-c2nnc(COC(=O)c3nn(CC(C)C)c(=O)c4ccccc34)o2)cc(OC)c1OC	5	6	-12	1	5	-0.2	-10	1	-13	-5	8
CC1(C2CC2)NC(=O)N(CC(=O)Nc2ccc(C(F)(F)F)cc2)C1=O (configuration not stated)	-4	-4	-11	-10	13	0.9	4	-1	-5	-2	7
CC(C)C(c1nnnn1Cc1ccccc1)N1CCN(Cc2ccco2)CC1 (configuration not stated)	-4	-6	-1	4	-1	0.7	-14	-2	-69	-2	4
CC(C)=C1C2C=CC1C(C(=O)Nc1cccc(C)c1)C2C(=O)O (configuration not stated)	-7	5	-6	22	0	2.6	-4	3	-8	/	16
O=C(C(=O)N1CCN(c2cccc(Cl)c2)CC1)c1c[nH]c2ccccc12	-1	-6	1	-1	-27	4.7	7	0	17	-6	-1
COc1ccc(-c2cn(CCC(=O)O)c(-c3ccc(Cl)nc3)n2)cc1	-4	7	5	1	0	-1.2	-1	2	21	-6	-12
CC(C)(C)N/C=C(\C#N)S(=O)(=O)c1ccc(Br)cc1	-4	0	2	/	8	-0.1	5	0	-10	-4	4
Cc1cccc(C(=O)Nc2nc(C)c(C(=O)Nc3ccc4c(c3)CCC4)s2)c1	-3	2	-3	12	-61	-1.6	-241	-1	-73	-9	-42
CCN(C(=O)CSc1ncnc2sc(C)c(C)c12)C1CCS(=O)(=O)C1 (configuration not stated)	7	-11	0	16	18	0.4	-11	-1	11	/	26
Cc1ccc(C(=O)N/C(=C\c2ccco2)C(=O)NC2CCS(=O)(=O)C2)cc1 (configuration not stated)	-2	-3	13	6	9	-0.5	-6	-2	8	-5	17

As a short view, part of the list above.
SMILES	HTR2A ag	H9c2 protect	PDI turbidity	MITF TRPM1 inh	HIF-2a block	iPSC survival up	NR2E3 ag-1	NR2E3 ag-2	Shn3 3UTR inh	CaV13 FRET inh	Peg3 promoter
CC(OC(=O)c1ccc(Cl)c([N+](=O)[O-])c1)C(=O)N1CCN(Cc2ccccc2)CC1 (configuration not stated)	5	-3	-2	15	25	-0.3	-8	2	15	-4	78*
Cc1cccc2sc(N(CCCN(C)C)C(=O)c3cc4ccccc4oc3=O)nc12	0	3	5	5	-42	-2.6	-40	0	-9	-5	-40

The main list resumes with the 3 entries that preceded the break.
SMILES	HTR2A ag	H9c2 protect	PDI turbidity	MITF TRPM1 inh	HIF-2a block	iPSC survival up	NR2E3 ag-1	NR2E3 ag-2	Shn3 3UTR inh	CaV13 FRET inh	Peg3 promoter
Cc1cccc(C(=O)Nc2nc(C)c(C(=O)Nc3ccc4c(c3)CCC4)s2)c1	-3	2	-3	12	-61	-1.6	-241	-1	-73	-9	-42
CCN(C(=O)CSc1ncnc2sc(C)c(C)c12)C1CCS(=O)(=O)C1 (configuration not stated)	7	-11	0	16	18	0.4	-11	-1	11	/	26
Cc1ccc(C(=O)N/C(=C\c2ccco2)C(=O)NC2CCS(=O)(=O)C2)cc1 (configuration not stated)	-2	-3	13	6	9	-0.5	-6	-2	8	-5	17
CCOc1ccccc1Nc1nc(-c2sc(NC(=O)c3ccco3)nc2C)cs1	-7	7	9	45	15	-1.3	13	0	14	-11	60*
CC(C)(C)[C@H]1C=C(C(=O)NC2CC2)O[C@@H](OCCCCO)C1	0	-2	3	2	11	6.4	-23	6	-1	-9	5
COc1c(C)cc(C(O)c2ncc(-c3ccccc3C)[nH]2)cc1C (configuration not stated)	-1	-3	-3	/	14	-1.9	-9	/	14	-6	21
CNC(=O)c1ccccc1-c1cn(C)c2ccccc2c1=O	-4	-1	0	-16	11	-0.4	-22	3	-6	-33	24
Cc1cc(C)c(-n2c(SCC(=O)N3CCOCC3)n[nH]c2=O)c(C)c1	13	-4	-7	4	20	0.0	10	1	1	-19	-5
Cn1c(=NC(=O)c2ccco2)sc2ccccc21	-4	-21	-2	13	-184	-1.6	-109	2	-64	-5	-167
CCCNC(=O)C1Cc2cc(S(=O)(=O)N3CCCC3)ccc2N1C(C)=O (configuration not stated)	-3	-2	-5	2	12	-0.5	0	0	-17	-2	-1
CN1CCN(C(=O)CCn2c(=S)[nH]c3ccccc3c2=O)CC1	2	7	16	/	14	4.7	12	/	6	-4	-38
COc1ccc(CCC(C)NC(=O)CCc2ccccc2)c(OC)c1 (configuration not stated)	2	-2	-2	-2	18	0.1	-6	1	1	-2	-1
CCOc1ccc(S(=O)(=O)Nc2cccc(C(=O)NCC(c3ccccc3)N(C)C)c2)cc1 (configuration not stated)	-16	-1	-6	-1	-20	-0.4	8	-3	7	-4	-9
O=C(NCC(=O)N1CCN(Cc2c(F)cccc2Cl)CC1)c1cccc(Cl)c1	0	-4	1	14	7	0.7	2	/	-1	/	10
O=c1[nH]c2ccccc2[nH]c1=O	0	6	0	-5	7	0.0	-26	2	1	-7	5
COc1cccc2cc(C(=O)CC3(O)C(=O)N(Cc4ccccc4)c4ccccc43)c(=O)oc12 (configuration not stated)	-1	5	-1	-6	9	2.2	-16	1	2	-3	23
C#CCCOC(=O)N1C2=NC(C(=O)OC)=C(C(=O)OC)[C@@H]3N(CC=C)c4ccccc4[C@]23C[C@H]1C(=O)OC	5	2	-5	-4	9	-1.2	-21	2	-12	-6	-25
COc1ccc(CCNC(=O)C(=O)NCC2OCCN2S(=O)(=O)c2ccc(OC)c(C)c2)cc1 (configuration not stated)	1	4	/	/	9	1.6	-6	1	31	-4	23
CCOC(=O)c1nn(-c2cccc(OC)c2)c(-c2ccccc2)c1C(=O)c1ccccc1	-5	9	-1	18	6	3.9	4	-2	35	/	17
CCOC(=O)C1=C(c2ccccc2)NC(N)=NC1c1ccc(OCc2ccc(C(=O)OC)cc2)cc1 (configuration not stated)	3	-27	6	11	-3	-0.7	-2	1	9	-4	104*
